From PubChem BioAssay
FLuc stim CS = affects firefly luciferase, flagging false hits in luciferase stimulation screens; 200,000 tested, under 10 active; activation factor at 10 µM; P08659; ATPlite luciferase biochemical, luminescence, 10 min; 0 = ATP-free wells, 1 = DMSO control; AID 1027;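 active means luciferase activation factor, scaled between plate controls, of at least 2 with compound at 10 µM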
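Assay system: Luciferase/luciferin detection reagent, cell-free biochemical luciferase assay / Read-out: luciferase activation / Benchmarks: No-ATP low control, compound-free enzyme-plus-ATP high control / Medium: PBS buffer for ATP / Detection: luminescence measurement of luciferase light output / Schedule: 10 min at ambient temperature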
APP transl inh = APP translation inhibition. SH-SY5Y APP 5'UTR-luciferase reporter, luminescence. inhibition, % at 2 µM. hit rate 0.82% among 190,000;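 active means inhibition above a set limit, derived from the sample mean plus 3 SD, cut at about 45% in these data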; further: values of inactives mirror those of a sister screen read the other way
TLR4-MyD88 BLA = TLR4-MyD88 interaction inhibition in cells; O00206+Q99836; HeLa CL3-4 TLR4/MyD88 BLA complementation, FRET ratio; inhibition, % at 8.4 µM; hit rate 0.18% among 200,000; AID 861; in the data active means inhibition above about 25%;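 further: 0% = vehicle and 100% = reference inhibitor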
Target sequence (O00206 whole entry, looked up): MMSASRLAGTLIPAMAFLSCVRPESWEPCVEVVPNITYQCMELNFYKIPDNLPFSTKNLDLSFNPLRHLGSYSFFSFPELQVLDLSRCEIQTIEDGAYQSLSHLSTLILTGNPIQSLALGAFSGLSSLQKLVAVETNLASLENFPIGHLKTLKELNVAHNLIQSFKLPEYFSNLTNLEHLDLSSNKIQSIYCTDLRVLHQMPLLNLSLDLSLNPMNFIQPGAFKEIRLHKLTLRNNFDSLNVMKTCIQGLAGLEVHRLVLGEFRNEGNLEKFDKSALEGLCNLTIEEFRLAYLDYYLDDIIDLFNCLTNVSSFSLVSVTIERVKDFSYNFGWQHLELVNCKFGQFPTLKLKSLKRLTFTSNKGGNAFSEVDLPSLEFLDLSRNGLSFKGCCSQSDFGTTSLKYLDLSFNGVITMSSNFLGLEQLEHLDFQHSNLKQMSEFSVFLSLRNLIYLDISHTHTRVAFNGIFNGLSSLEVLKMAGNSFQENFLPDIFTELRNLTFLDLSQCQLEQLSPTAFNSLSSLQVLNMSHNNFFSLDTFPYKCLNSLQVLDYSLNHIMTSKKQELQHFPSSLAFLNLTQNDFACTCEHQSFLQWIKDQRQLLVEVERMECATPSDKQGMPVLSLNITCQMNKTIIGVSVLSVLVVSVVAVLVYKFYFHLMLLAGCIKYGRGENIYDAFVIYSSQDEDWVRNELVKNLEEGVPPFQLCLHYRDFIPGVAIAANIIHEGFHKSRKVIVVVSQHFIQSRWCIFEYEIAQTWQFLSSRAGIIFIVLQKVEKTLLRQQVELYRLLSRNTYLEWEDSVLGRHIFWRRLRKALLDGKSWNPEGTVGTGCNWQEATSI
Target sequence (Q99836 whole entry, looked up): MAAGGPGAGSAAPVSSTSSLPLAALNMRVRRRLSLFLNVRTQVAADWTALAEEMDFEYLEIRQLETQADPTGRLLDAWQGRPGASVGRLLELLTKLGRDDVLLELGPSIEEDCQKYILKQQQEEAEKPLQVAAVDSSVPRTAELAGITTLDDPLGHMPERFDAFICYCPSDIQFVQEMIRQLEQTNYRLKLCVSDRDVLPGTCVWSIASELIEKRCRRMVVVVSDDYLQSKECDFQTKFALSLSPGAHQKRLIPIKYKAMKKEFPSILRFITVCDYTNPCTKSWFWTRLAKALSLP
FLuc inhib CS = counter-screen for luciferase assay inhibitors: firefly luciferase inhibition; inhibition, % at 10 µM; ATPLite firefly luciferase biochemical luminescence, 10 min; P08659; hit rate 1.5% among 200,000;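 active means inhibition above about 50% when tested at 10 µM, limit read from the data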
Diaph act CS = diaphorase activation or chemical reduction counter-screen; Diaphorase/resazurin coupled assay, resorufin fluorescence, 16 min; hits give high values; 1 = vehicle wells, 0 = NADH-free wells; activation factor at 20 µM; hit rate 0.005% among 190,000; AID 1229;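 active means diaphorase activity raised at least twofold by the compound at 20 µM; inactive means activation factor below 2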
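Measured by – red resorufin fluorescence at 544/590 nm excitation/emission · Test system – Clostridium kluyveri diaphorase, purified enzyme · Incubation – reaction time 16 min, room temperature · Buffer or medium – 50 mM HEPES pH 7.4 with 4.542 mM MgCl2, 0.005% Tween 20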
G6PDH counter = L. mesenteroides G6PDH inhibition counter-screen. Purified L. mesenteroides G6PDH, diaphorase/resazurin coupled fluorescence, 45 min. inhibition, % at 5 µM. hit rate 0.12% among 200,000. AID 1020; in the data active means inhibition above about 50%
NF-kB neuron act = compounds increasing NF-kB expression in human neuronal cells. fold change at 12.5 µM. NF-kB reporter expression; hits give high values. hit rate 1.6% among 190,000; in the data active means fold change above about 3.3
STAT1 act = increases IFN-gamma driven STAT1 reporter signal; hit rate 2.6% among 200,000; AID 932; NIH 3T3 STAT1-luciferase reporter, luminescence; 100% = IFN-gamma alone, no compound; activation (% of control), % at 5.5 µM;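 active means activation above the screen-wide mean activation plus 3 SD, cut at about 130% in these data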;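 further: raw ratio to IFN-gamma control signal so 100% means no change and 0% no light; values of inactives mirror those of a sister screen read the other way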
APP 5'UTR act = activates APP 5'UTR luciferase reporter; AID 1276; activation, % at 2 µM; SH-SY5Y APP 5'UTR luciferase reporter, luminescence; zero percent = DMSO vehicle wells; hit rate 1% among 190,000;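 active means activation above a set limit, based on mean plus 3 SD of controls, cut at about 140% in these data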; further: values of inactives mirror those of a sister screen read the other way
Diaph inh CS = diaphorase inhibition or chemical oxidation counter-screen | AID 1217 | inhibition, % at 20 µM | diaphorase resazurin-to-resorufin fluorescence, NADH, 16 min; bacterial (C. kluyveri) enzyme, not human | hit rate 0.69% among 190,000;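 active means primary screen inhibition at 20 µM above a set limit, cut at about 50% in these data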;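 further: plate controls were DMSO with full reaction for no effect and wells lacking NADH for full effect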
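Test system: Clostridium kluyveri diaphorase enzyme / Quantity: diaphorase at 0.14 U/mL in enzyme working solution / Incubation: 16-min room-temperature incubation before reading / Benchmarks: NADH-free wells as positive control, DMSO-only neutral wells / Signal: resorufin fluorescence 544/590 nm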
Starred values were filed as active, the others as inactive; nt = not tested or not shown.

SMILES | FLuc stim CS | APP transl inh | TLR4-MyD88 BLA | FLuc inhib CS | Diaph act CS | G6PDH counter | NF-kB neuron act | STAT1 act | APP 5'UTR act | Diaph inh CS
O=[N+]([O-])c1ccccc1S(=O)(=O)NCc1ccc(F)cc1 | 1.1 | -7.5 | 13.2 | -5.7 | 0.9 | 11.0 | 1.05 | 98.8 | 7.5 | 9.8
CCOC(=O)c1c(C(=O)OCC)c(C)n(Cc2cc(OC)c(OC)c(OC)c2)c1C | 1 | 4.1 | -12.2 | -1.3 | 1 | 7.3 | 1 | 106.2 | -4.1 | 1.9
O=C1CC(C(=O)Nc2ccc(Br)cc2)C2(CCCC2)O1 (stereo not drawn) | 1 | -9.2 | -10.5 | -1.5 | 1 | 1.6 | 1.18 | 96.0 | 9.2 | -0.4
CC1(C)CC(=O)C=C(NCC2CCCO2)C1 (stereo not drawn) | 1 | 0.1 | -5.5 | -4.1 | 0.9 | 3.8 | 1.06 | 92.2 | -0.1 | 11.8
Cc1nn(-c2ccc(F)cc2)c(Cl)c1/C=N/NC(=O)c1cccc(S(=O)(=O)N2CCCC2)c1 | 1.1 | -9.3 | -2.3 | -5.3 | 1 | 6.5 | 1.18 | 97.1 | 9.3 | -1.7
COC(=O)c1ccc2nc(NC(=O)C3CCCCC3)sc2c1 | 1 | -141.1 | -0.6 | 2.0 | 1 | 8.7 | 1.57 | 124.1 | 141.1* | 3.5
CCCCNCCOCCOc1ccc(C)cc1Br | 1.1 | -4.6 | 18.0 | -9.2 | 0.9 | 5.8 | 1.34 | 100.6 | 4.6 | 7.8
Brc1ccc(OCc2nnnn2-c2ccccc2)cc1 | 1 | -2.8 | -12.9 | 3.8 | 1 | 7.9 | 1.13 | 101.1 | 2.8 | -4.4
COc1ccc(C(=O)NC(=S)Nc2cc(C)ccn2)cc1[N+](=O)[O-] | 1 | -52.8 | -6.5 | 3.3 | 0.9 | 13.4 | 1.5 | 96.7 | 52.8 | 6.5
COc1ccc(CCNC(=O)COc2ccc(-c3ccccc3)cc2)cc1OC | 1 | -22.3 | -0.1 | -1.5 | 1 | -10.1 | 0.89 | 103.9 | 22.3 | 3.1
CN(C)c1oc(-c2ccc(OCc3ccc(Cl)cc3)cc2)nc1C#N | 1 | -11.9 | 0.5 | 0.1 | 0.9 | 8.6 | 1.08 | 97.9 | 11.9 | 5.9
O=C(N1CCOCC1)N1CCN(C(=O)N(c2ccccc2)c2ccccc2)CC1 | 1 | 57.0* | 3.4 | -4.9 | 0.8 | 0.9 | 1.59 | 104.6 | -57.0 | 15.6
COc1ccc(CNC(=O)/C=C/c2ccc(OCCCF)cc2)cc1 | 1 | -6.8 | 4.6 | -2.2 | 0.9 | 5.1 | 1.48 | 106.7 | 6.8 | 6.0
CCc1ccc(C2C(C#N)=C(N)OC3=C2C(=O)CCC3)s1 (stereo not drawn) | 1 | 10.7 | 0.5 | -4.8 | 0.9 | 1.0 | 0.98 | 94.0 | -10.7 | 11.0
CCOC(=O)C1(CCCc2ccccc2)CCN(C(=O)Cc2nonc2C)CC1 | 1 | -8.4 | 0.5 | -1.7 | 1 | 0.7 | nt | 93.7 | 8.4 | 4.7
CCN1CCN(CC2CC3C=CC2C3)CC1 (stereo not drawn) | 1 | -1.8 | -9.4 | -0.3 | 0.8 | 10.7 | 0.96 | 102.0 | 1.8 | 17.8
Cc1ccc(CN2CCN(Cc3cnc(C)[nH]3)CC2CCO)cc1 (stereo not drawn) | 1 | -10.2 | -2.3 | -3.6 | 1 | 3.3 | 1.17 | 98.1 | 10.2 | 2.5
O=C(CSc1ccc2ccccc2n1)NCc1ccc2c(c1)OCO2 | 1.1 | -15.5 | -6.0 | -6.6 | 1 | 7.3 | 1.21 | 99.2 | 15.5 | 4.5
Cc1cc(C(=O)CSc2nnnn2-c2ccc(Cl)cc2)c(C)n1CC1CCCO1 (stereo not drawn) | 1.1 | -4.4 | 15.8 | -7.3 | 0.9 | -42.7 | 1.12 | 102.0 | 4.4 | 7.4
O=C(Cn1cc([N+](=O)[O-])cn1)NCC1CCCO1 (stereo not drawn) | 1 | 6.0 | -1.3 | -3.7 | 0.9 | -4.5 | 1.01 | 99.9 | -6.0 | 8.9
COCCCn1c(Cc2csc(Nc3cccc(Cl)c3)n2)nnc1SCC(=O)OC1CCCCC1 | 1.1 | -0.9 | 6.8 | -5.5 | 0.8 | 6.4 | 0.86 | 108.4 | 0.9 | 17.8
CC(C)Cc1cc(C(=O)Nc2c(F)cc(F)cc2Br)no1 | 1 | 0.5 | -6.5 | -2.6 | 0.9 | -17.3 | 1.25 | 102.1 | -0.5 | 12.4
CCC(=O)NNC(=S)NC(=O)c1ccc(C)cc1 | 1 | -11.0 | 6.6 | 3.2 | 0.8 | 9.3 | 1.07 | 109.3 | 11.0 | 20.2
CCC(C)N(NC(C)=O)c1nc(Cl)nc(NC(C)C)n1 (stereo not drawn) | 1 | 1.3 | -15.4 | 0.0 | 0.9 | 0.0 | 1.16 | 95.3 | -1.3 | 8.3
CSc1nc(-c2ccccc2)ccc1C(N)=O | 1 | -14.2 | -6.7 | 2.4 | 0.9 | -3.7 | 1.56 | 108.0 | 14.2 | 6.9

A different layout for part of the listing above:
Values in the order – FLuc stim CS	APP transl inh	TLR4-MyD88 BLA	FLuc inhib CS	Diaph act CS	G6PDH counter	NF-kB neuron act	STAT1 act	APP 5'UTR act	Diaph inh CS
CC1(C)CC(=O)C=C(NCC2CCCO2)C1 (stereo not drawn)
 : 1	0.1	-5.5	-4.1	0.9	3.8	1.06	92.2	-0.1	11.8
Cc1nn(-c2ccc(F)cc2)c(Cl)c1/C=N/NC(=O)c1cccc(S(=O)(=O)N2CCCC2)c1
 : 1.1	-9.3	-2.3	-5.3	1	6.5	1.18	97.1	9.3	-1.7

Back to the main list; the 3 compounds before the break are reprinted first.
SMILES | FLuc stim CS | APP transl inh | TLR4-MyD88 BLA | FLuc inhib CS | Diaph act CS | G6PDH counter | NF-kB neuron act | STAT1 act | APP 5'UTR act | Diaph inh CS
CCC(=O)NNC(=S)NC(=O)c1ccc(C)cc1 | 1 | -11.0 | 6.6 | 3.2 | 0.8 | 9.3 | 1.07 | 109.3 | 11.0 | 20.2
CCC(C)N(NC(C)=O)c1nc(Cl)nc(NC(C)C)n1 (stereo not drawn) | 1 | 1.3 | -15.4 | 0.0 | 0.9 | 0.0 | 1.16 | 95.3 | -1.3 | 8.3
CSc1nc(-c2ccccc2)ccc1C(N)=O | 1 | -14.2 | -6.7 | 2.4 | 0.9 | -3.7 | 1.56 | 108.0 | 14.2 | 6.9
Cc1c(C(=O)NCCSCc2ccc(Cl)cc2Cl)cccc1[N+](=O)[O-] | 1 | -6.2 | -1.6 | -2.7 | 0.9 | 8.5 | 0.91 | 102.6 | 6.2 | 9.2
CN(C)c1ccc(C(c2nnnn2C(C)(C)C)N2CCN(C(=O)c3ccco3)CC2)cc1 (stereo not drawn) | 1.1 | 1.1 | 5.7 | -9.3 | 0.9 | 1.3 | 1.22 | 104.6 | -1.1 | 10.8
CO/N=C(\c1nonc1N)N1CCN(c2ccc(Cl)cc2[N+](=O)[O-])CC1 | 1.1 | 6.0 | 3.3 | -8.0 | 0.8 | 10.6 | 0.95 | 94.5 | -6.0 | 22.4
COc1cccc(CNC(=O)CCC2CCCN(C(=O)c3csc(C(C)C)n3)C2)c1 (stereo not drawn) | 1.1 | 5.8 | 1.7 | -7.7 | 0.8 | 8.2 | 1.21 | 94.3 | -5.8 | 19.5
COc1cc(N=C2C(=O)N3CCCc4cccc2c43)cc(OC)c1 | 1 | 10.9 | 8.7 | -1.6 | 0.7 | 7.9 | 0.94 | 108.9 | -10.9 | 25.3
CC(Sc1nc(C(C)(C)C)cc(-c2ccccc2)c1C#N)C(=O)Nc1ccccc1 (stereo not drawn) | 1 | -14.6 | 8.0 | -2.2 | 0.8 | 3.2 | 1.04 | 94.1 | 14.6 | 24.9
N/C(=N\OC(=O)c1cccc(Br)c1)c1ccc(Br)cc1 | 1 | 5.4 | -1.2 | -1.2 | 0.9 | 5.0 | 0.98 | 98.0 | -5.4 | 5.4
CC(=O)c1c(C)[nH]c(C(=O)OCCCCN2C(=O)c3ccccc3C2=O)c1C | 1 | 16.8 | -2.5 | -0.7 | 0.9 | 2.7 | 0.47 | 69.9 | -16.8 | 10.2
COC(=O)c1ccc(/C=N/NC(=S)NCCN2CCOCC2)cc1 | 1 | -18.6 | -4.9 | -4.6 | 0.9 | 0.5 | 0.98 | 102.6 | 18.6 | 5.9
CCOC(=O)CSC1=C(C#N)C(c2ccc3c(c2)OCO3)CC(=O)N1 (stereo not drawn) | 1 | 14.7 | -7.5 | -2.7 | 0.9 | 11.8 | 1.14 | 99.0 | -14.7 | 14.1
CC(C)N(C(=O)CSc1nnc(NC(=O)Cc2cccs2)s1)C(C)C | 1 | 21.1 | -0.2 | 0.1 | 1.1 | 3.9 | 0.99 | 100.6 | -21.1 | -14.4
Cc1csc(N(C(=O)c2ccccc2F)c2ccccc2)n1 | 1 | -6.0 | -2.8 | -1.9 | 0.8 | -4.5 | 0.85 | 94.7 | 6.0 | 16.1
O=C(CSc1ncccn1)NN=C1CCCCCC1 | 1.1 | -22.3 | -3.8 | -8.9 | 1 | 8.9 | 1.18 | 106.8 | 22.3 | 3.8
O=c1cc(CN2CCC(Cc3ccccc3)CC2)nc2sccn12 | 1 | 6.7 | -5.1 | -2.7 | 1 | 3.5 | 0.92 | 98.5 | -6.7 | 1.0
COc1ccc(N(CC(=O)NC2CCCCCCC2)S(=O)(=O)c2c(C)nn(C)c2C)cc1 | 1.1 | -3.5 | -12.0 | -5.6 | 0.8 | 4.5 | 0.68 | 101.7 | 3.5 | 18.1
CCC(=O)N1CCN(c2ccc(NC(=O)c3ccc(C#N)cc3F)cc2Cl)CC1 | 1 | 7.5 | 1.8 | -2.1 | 1 | -1.0 | 0.97 | 90.8 | -7.5 | -1.1
Cc1c(C#N)c2ccccc2n1CC(=O)N1CCc2ccccc2C1 | 1.1 | -21.1 | -15.1 | -5.1 | 0.7 | -18.8 | nt | 93.3 | 21.1 | 25.6
CCOC(=O)NC(=O)CSc1nnc(C)s1 | 1 | -18.1 | -6.8 | -3.2 | 0.8 | 3.1 | 1.07 | 105.4 | 18.1 | 18.6
Cc1ccc(CN2CCN(/N=C/c3sccc3C)CC2)c(C)c1 | 1 | -9.0 | 12.5 | -0.6 | 0.9 | 2.0 | 1.04 | 103.2 | 9.0 | 13.4
CC1CCc2c(sc(NC(=O)c3ccc(Cn4cc(Br)cn4)o3)c2C(N)=O)C1 (stereo not drawn) | 0.9 | -18.0 | 4.7 | 6.9 | 0.9 | -31.3 | 1.08 | 97.5 | 18.0 | 12.6
COc1nc(-c2ccc(C)cc2)ccc1-c1noc(-c2ccco2)n1 | 1.1 | -12.9 | -6.3 | -5.3 | 0.9 | -0.9 | 1.29 | 114.6 | 12.9 | 14.6
O=C(Nc1cccc2ncccc12)C(c1ccccc1)c1ccccc1 | 1.1 | -17.2 | 8.0 | -6.8 | 0.9 | 2.3 | 0.77 | 95.3 | 17.2 | 11.8
CC1(C)c2ssc(=S)c2-c2ccccc2N1C(=O)CSC1=NCCS1 | 1 | -8.7 | -5.3 | -3.5 | 0.9 | 9.7 | 1.1 | 94.8 | 8.7 | 11.3
